eLon inh = E. coli protease La inhibition | 360,000 tested, 0.42% active | purified E. coli Lon protease, fluorescence polarization | inhibition, % at 7.94 µM | P0A9M0; in the data active = inhibition above about 13%, passing the limit was not always enough;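 also: 0% = enzyme with probe and DMSO and 100% = no enzyme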
CSN deneddyl inh = CSN deneddylation inhibition | Q92905 | Purified CSN, SCF-Nedd8-OG deneddylation, fluorescence polarization | inhibition, % at 12.5 µM | 360,000 tested, 0.38% active | AID 651999;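 active = pattern-corrected inhibition above about 35%, with an unprinted fluorescence ratio check between 0.5 and 1.5, limit read from the data, passing the limit was not always enough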;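 also: 0% = enzyme with substrate and 100% = substrate without enzyme; some results filed as inactive read as strong as hits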
Target sequence (Q92905 whole entry, looked up, one chain of several): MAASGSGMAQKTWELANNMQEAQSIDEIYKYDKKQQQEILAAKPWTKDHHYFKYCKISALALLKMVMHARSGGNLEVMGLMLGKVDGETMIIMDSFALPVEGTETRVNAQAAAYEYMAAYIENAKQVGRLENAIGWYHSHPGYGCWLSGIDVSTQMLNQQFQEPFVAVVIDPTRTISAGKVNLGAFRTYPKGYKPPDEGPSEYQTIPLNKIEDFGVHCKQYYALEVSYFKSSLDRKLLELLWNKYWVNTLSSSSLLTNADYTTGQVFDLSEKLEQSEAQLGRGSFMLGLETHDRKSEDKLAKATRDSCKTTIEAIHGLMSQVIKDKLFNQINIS
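Assay system: purified human Csn5 enzyme expressed in HEK293T cells; Input: 0.24 nM Csn5 enzyme, final concentration; Reagent: 10 nM SCFSkp2-Nedd8OG; Compound dosing: 12.5 µM single point; Times: reaction 90 min, room temperature; Technique: fluorescence polarization readout.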
MsrA inhibitor = inhibitors of bovine MsrA; purified bovine MsrA, absorbance read-out; inhibition, % at 15.5 µM; 360,000 tested, 0.75% active; in the data active = inhibition above about 4.5%;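 also: 0% = vehicle wells with enzyme and 100% = reference inhibitor wells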
MLLE-PAM2 inh = blocks PAM2 peptide binding to the PABP1 MLLE domain. GST-MLLE / FITC-PAM2 fluorescence polarization. 360,000 tested, 0.36% active. P11940. inhibition, % at 20 µM. AID 588489; in the data active = inhibition above about 35%, passing the limit was not always enough;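 also: plate controls were DMSO wells with GST-MLLE for no effect and wells lacking GST-MLLE protein for full effect; some results filed as inactive read as strong as hits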
Tb MetRS inh = blocks T. brucei methionyl-tRNA synthetase activity; purified T. brucei MetRS, ATP depletion, Kinase-Glo luminescence; inhibition, % at 11.9 µM; 360,000 tested, 0.4% active; AID 624268;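 active = inhibition above a per-plate cutoff of the control wells' mean inhibition plus 3 SD, cut at about 5.5% in these data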;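 also: 0% = DMSO wells median and 100% = median of wells with control inhibitor compound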
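Dosing: 11.9 µM single point; system: parasite MetRS enzyme; technique: luminescence of leftover ATP; times: 15 min enzyme-compound preincubation, 2 h reaction, 10 min detection, 25 °C; replicates: each compound tested once; read-out basis: percent inhibition relative to median high and low control wells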
Rin1 Abl inh = blocks binding of human Rin1 to Abl; 360,000 tested, 0.4% active; inhibition, % at 7.35 µM; P00519+Q13671; TR-FRET Rin1/Abl binding, biochemical; in the data active = inhibition above about 5%, passing the limit was not always enough
MsrA act = activators of bovine methionine sulfoxide reductase A; 360,000 tested, 0.3% active; purified bovine MsrA, absorbance read-out; AID 602163; activation, % at 10.6 µM; in the data active = activation above about 7.5%;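 also: 0% = vehicle and 100% = reference activator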
FAS TE block = FAS thioesterase (human) inhibition. P49327. recombinant FAS-TE, OMFH fluorogenic substrate, fluorescence endpoint. inhibition, % at 15 µM. 360,000 tested, 0.67% active. AID 602261;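 active = compounds whose normalised, plate-corrected inhibition of enzyme fluorescence in the single-dose primary screen is 50% or more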;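 also: 0% = DMSO with enzyme and 100% = substrate without enzyme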
Neddyl block = inhibitors of human cullin neddylation; P61081+Q13564; 360,000 tested, 0.58% active; calls only at 25 µM; TR-FRET cullin neddylation, biochemical; AID 651699; in the data active = inhibition above about 36%
Target sequence (P61081 whole entry, looked up): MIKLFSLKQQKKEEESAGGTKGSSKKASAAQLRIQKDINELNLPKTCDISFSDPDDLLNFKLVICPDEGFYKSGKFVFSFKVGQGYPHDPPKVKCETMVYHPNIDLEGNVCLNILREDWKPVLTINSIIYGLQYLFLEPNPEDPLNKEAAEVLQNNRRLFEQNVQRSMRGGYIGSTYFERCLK
Target sequence (Q13564 whole entry, looked up): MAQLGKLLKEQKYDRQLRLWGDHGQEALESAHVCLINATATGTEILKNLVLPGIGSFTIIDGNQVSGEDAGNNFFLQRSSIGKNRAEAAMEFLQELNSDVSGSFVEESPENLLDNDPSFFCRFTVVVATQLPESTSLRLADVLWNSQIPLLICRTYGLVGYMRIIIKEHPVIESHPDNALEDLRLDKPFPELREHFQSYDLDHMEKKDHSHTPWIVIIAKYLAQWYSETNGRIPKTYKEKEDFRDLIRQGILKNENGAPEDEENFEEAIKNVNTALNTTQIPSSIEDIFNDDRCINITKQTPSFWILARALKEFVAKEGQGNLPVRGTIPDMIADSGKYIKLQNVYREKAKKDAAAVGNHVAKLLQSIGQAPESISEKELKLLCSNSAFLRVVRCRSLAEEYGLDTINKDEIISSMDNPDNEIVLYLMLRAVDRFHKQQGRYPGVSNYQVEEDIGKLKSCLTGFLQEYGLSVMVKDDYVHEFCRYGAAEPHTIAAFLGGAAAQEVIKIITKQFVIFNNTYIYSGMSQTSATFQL
Numbers without * were called inactive; i = inactive; / = not tested or not shown.

1) O=C(OCC(=O)N1CCCc2ccccc21)c1cccc(S(=O)(=O)N2CCc3ccccc32)c1
2) O=C(COC(=O)c1ccc2[nH]c3c(c2c1)CCCC3)Nc1ccc(Cl)cc1Cl
3) O=C(CCS(=O)(=O)c1ccc(Br)cc1)Nc1ccc(Cl)cc1F
4) COc1ccc2c3c(c(=O)oc2c1OCC(N)=O)CCCC3
5) CCCc1nn2c(=O)cc(CSCC(=O)Nc3ccccc3)nc2s1
6) CC(C)(C)c1ccc(/C=C/C(=O)Nc2ncccn2)cc1
Compound | 1 | 2 | 3 | 4 | 5 | 6
eLon inh | -4.1 | 2.0 | 3.7 | -5.9 | -8.0 | 0.1
CSN deneddyl inh | -12.1 | 7.7 | -7.0 | -2.3 | -3.6 | -14.1
MsrA inhibitor | -0.9 | -1.4 | 0.1 | 0.2 | -0.3 | -0.1
MLLE-PAM2 inh | 8.6 | -25.9 | 13.5 | 7.9 | 2.1 | 9.6
Tb MetRS inh | 0.0 | -0.3 | 1.0 | -0.1 | 0.0 | -0.3
Rin1 Abl inh | 4.5 | -0.2 | 3.5 | -4.2 | -2.6 | 0.3
MsrA act | -1.5 | 0.0 | -4.0 | -0.2 | -0.3 | -2.5
FAS TE block | 27.5 | 7.9 | -3.6 | -2.0 | -3.4 | 25.0
Neddyl block | i | i | i | / | i | i

7) CCOC(=O)c1cc(-c2csc(Nc3c(C)cc(C)cc3C)n2)on1
8) COc1ccc(OCC(=O)N2CCCC2=O)c([N+](=O)[O-])c1
9) Cc1c([N+](=O)[O-])c2ccc(O)cc2n1-c1ccccc1
10) Cc1ccc(CNS(=O)(=O)c2c(C)nc3scc(C)n3c2=O)cc1
11) NS(=O)(=O)c1cc(C(=O)NCCOc2ccccc2)c(Cl)cc1Cl
12) Nn1c(Cc2ccccc2F)nnc1SCn1nnc2ccccc2c1=O
Compound | 7 | 8 | 9 | 10 | 11 | 12
eLon inh | -8.9 | 6.7 | 0.2 | -1.4 | -21.7 | -5.7
CSN deneddyl inh | -1.5 | -2.8 | 2.6 | -2.4 | -7.4 | -1.6
MsrA inhibitor | 1.1 | -0.8 | 0.8 | -0.7 | -1.4 | 1.1
MLLE-PAM2 inh | -8.5 | -4.3 | -1.4 | -14.6 | -3.3 | -69.2
Tb MetRS inh | -0.9 | -0.4 | 0.1 | 0.3 | -0.2 | -1.0
Rin1 Abl inh | 0.1 | 0.0 | -7.0 | 0.0 | -2.6 | 0.8
MsrA act | -7.3 | -5.1 | -4.5 | -2.0 | -1.8 | 5.9
FAS TE block | 21.4 | -3.0 | -0.3 | -5.7 | -3.9 | -6.6
Neddyl block | i | i | i | i | i | i

A different layout for 3 compounds above.
no.	Molecule	eLon inh	CSN deneddyl inh	MsrA inhibitor	MLLE-PAM2 inh	Tb MetRS inh	Rin1 Abl inh	MsrA act	FAS TE block	Neddyl block
2	O=C(COC(=O)c1ccc2[nH]c3c(c2c1)CCCC3)Nc1ccc(Cl)cc1Cl	2.0	7.7	-1.4	-25.9	-0.3	-0.2	0.0	7.9	i
1	O=C(OCC(=O)N1CCCc2ccccc21)c1cccc(S(=O)(=O)N2CCc3ccccc32)c1	-4.1	-12.1	-0.9	8.6	0.0	4.5	-1.5	27.5	i
11	NS(=O)(=O)c1cc(C(=O)NCCOc2ccccc2)c(Cl)cc1Cl	-21.7	-7.4	-1.4	-3.3	-0.2	-2.6	-1.8	-3.9	i

Additional structures follow.
13) CC(C)(C)OC(=O)C[C@H]1C/C=C\C[C@H](CC(=O)N[C@H](CO)Cc2ccccc2)C(=O)N[C@H](Cc2ccccc2)COC1=O
14) COCCn1c(SCC(=O)NCc2ccc(F)cc2)nc2ccccc21
15) COc1ccc(OCC2c3cc(OC)c(OC)cc3CCN2C(=O)C(C)C)cc1 (configuration not stated)
16) CN(C)c1ccc(C=c2c3cc([N+](=O)[O-])ccc3n3c2cc(-c2ccccc2)[n+]3C)cc1
17) O=C(Cc1ccc([N+](=O)[O-])cc1)NC1CCCCCC1
18) Cc1nn(-c2ccccc2)c(=O)c2noc(C)c12
Compound | 13 | 14 | 15 | 16 | 17 | 18
eLon inh | -4.1 | -1.9 | -0.2 | 11.9 | -3.4 | -16.3
CSN deneddyl inh | -5.8 | -1.4 | -0.9 | 5.4 | 2.0 | -6.2
MsrA inhibitor | -0.4 | 0.6 | 1.8 | 4.3 | 1.1 | 0.1
MLLE-PAM2 inh | -1.2 | -18.4 | -11.1 | -31.3 | -10.4 | 13.8
Tb MetRS inh | 1.0 | -0.5 | -0.5 | -0.6 | -0.2 | 1.9
Rin1 Abl inh | 2.6 | 1.6 | -1.1 | 37.1* | -0.6 | -2.8
MsrA act | -0.5 | -0.4 | -2.4 | -4.2 | -3.5 | -3.2
FAS TE block | 2.2 | -3.2 | 0.1 | 16.3 | 18.2 | -6.6
Neddyl block | i | i | i | i | i | i

19) O=C(Cn1ncc(Cl)c(Cl)c1=O)N1CCc2ccccc21
20) Cc1nnc(Nc2ccccn2)c2ccccc12
21) CNc1nc(Cl)c(SC)c(NCc2cccc(OC)c2)n1
22) Cc1cc([N+](=O)[O-])ccc1NCc1cccc2ccccc12
23) Cc1ccc(C(=O)Oc2oc(-c3ccccc3)nc2C=Nc2ccc(N(C)C)cc2)cc1
24) Cn1c(=O)oc2cc(S(=O)(=O)N3CCCc4ccccc43)ccc21
Compound | 19 | 20 | 21 | 22 | 23 | 24
eLon inh | 0.9 | -3.8 | 3.1 | -0.7 | -11.9 | -1.9
CSN deneddyl inh | -11.1 | 3.3 | -3.5 | 1.3 | 46.6* | 2.9
MsrA inhibitor | 0.3 | 5.5* | -0.1 | 1.5 | 0.0 | 0.1
MLLE-PAM2 inh | -24.7 | 8.5 | -10.5 | 9.6 | -75.0 | 3.5
Tb MetRS inh | -0.9 | -1.0 | -1.3 | 1.3 | 0.6 | -0.7
Rin1 Abl inh | -1.6 | -3.3 | 0.6 | -1.1 | -2.0 | -3.4
MsrA act | -0.9 | -5.7 | -4.0 | -2.6 | -3.7 | -1.0
FAS TE block | 1.3 | -3.7 | 13.8 | 34.8 | -16.7 | 5.1
Neddyl block | i | i | i | i | i | i

Some entries already given, reduced to MsrA inhibitor and Neddyl block:
No.	canonical_smiles	MsrA inhibitor	Neddyl block
19	O=C(Cn1ncc(Cl)c(Cl)c1=O)N1CCc2ccccc21	0.3	i
20	Cc1nnc(Nc2ccccn2)c2ccccc12	5.5*	i
21	CNc1nc(Cl)c(SC)c(NCc2cccc(OC)c2)n1	-0.1	i
22	Cc1cc([N+](=O)[O-])ccc1NCc1cccc2ccccc12	1.5	i
23	Cc1ccc(C(=O)Oc2oc(-c3ccccc3)nc2C=Nc2ccc(N(C)C)cc2)cc1	0.0	i
24	Cn1c(=O)oc2cc(S(=O)(=O)N3CCCc4ccccc43)ccc21	0.1	i

Single records, as listed above. Screens in order: eLon inh	CSN deneddyl inh	MsrA inhibitor	MLLE-PAM2 inh	Tb MetRS inh	Rin1 Abl inh	MsrA act	FAS TE block	Neddyl block
Cc1nnc(Nc2ccccn2)c2ccccc12 reads -3.8	3.3	5.5*	8.5	-1.0	-3.3	-5.7	-3.7	i
O=C(Cn1ncc(Cl)c(Cl)c1=O)N1CCc2ccccc21 reads 0.9	-11.1	0.3	-24.7	-0.9	-1.6	-0.9	1.3	i

Next section:
25) CSc1sc(C(=O)Nc2ccc(F)cc2F)c2c1C=CCC2
26) O=C(CSc1ncnc2sccc12)Nc1ccccc1
27) CCn1c(SCC(=O)N(C(C)C)C(C)C)nnc1-c1cc2ccccc2cc1O
28) Cn1c(-c2ccc(C=O)s2)nc2ccccc21
29) CN1CCN(C(CNS(=O)(=O)c2ccc([N+](=O)[O-])cc2)c2ccc(F)cc2)CC1 (configuration not stated)
30) COc1cc(NC(=O)C(C)C)ccc1NC(=O)c1cc2ccccc2o1
Compound | 25 | 26 | 27 | 28 | 29 | 30
eLon inh | -1.9 | 2.0 | 7.9 | 2.2 | -3.1 | 7.1
CSN deneddyl inh | -2.0 | 3.3 | -0.4 | -2.8 | -4.8 | 1.8
MsrA inhibitor | 1.3 | -1.1 | 0.2 | 3.8 | -0.6 | 0.6
MLLE-PAM2 inh | 5.9 | 1.1 | -4.0 | 0.1 | -12.1 | -18.4
Tb MetRS inh | -0.8 | 0.0 | -0.5 | -0.4 | -0.3 | -1.3
Rin1 Abl inh | 0.0 | 2.3 | -1.1 | -3.1 | 3.2 | -2.1
MsrA act | -2.4 | -1.8 | 0.2 | -1.8 | 3.3 | -4.5
FAS TE block | 27.7 | 1.8 | -6.0 | -5.0 | 6.7 | 1.6
Neddyl block | i | i | i | / | i | /

31) O=C(NCC(=O)N(Cc1ccccc1)C(C(=O)NC1CCCC1)c1cccnc1)c1ccco1 (configuration not stated)
32) COc1ccc(NC(=O)NNC(=O)CCc2ccc(O)c(O)c2)cc1OC
33) COc1cc(O)c(C(CC(=O)N2CCCC(C)C2)c2ccc3c(c2)OCO3)c(OC)c1 (configuration not stated)
34) O=C(O)c1nc(-c2ccccc2)c(C(=O)NC2CC2)[nH]1
35) c1cc[n+](CCC[n+]2ccccc2)cc1
36) COc1ccc(CNC(=O)CN(C2CCCCC2)S(C)(=O)=O)cc1
Compound | 31 | 32 | 33 | 34 | 35 | 36
eLon inh | 3.9 | -10.4 | 1.0 | -10.9 | -4.4 | -6.0
CSN deneddyl inh | -2.0 | 1.6 | -0.1 | 0.8 | -5.2 | -5.2
MsrA inhibitor | -0.5 | -1.0 | 0.0 | -0.2 | 0.6 | 0.2
MLLE-PAM2 inh | 6.4 | -6.4 | 10.5 | -9.4 | -120.1 | 4.2
Tb MetRS inh | -1.1 | 0.3 | 0.4 | -0.8 | -0.6 | 0.0
Rin1 Abl inh | -0.9 | 0.4 | -1.6 | 1.8 | -2.3 | -1.2
MsrA act | -13.3 | -3.6 | -0.2 | -4.7 | -2.4 | -1.2
FAS TE block | -9.9 | -6.3 | 7.0 | -8.3 | -1.1 | -5.6
Neddyl block | i | i | i | i | i | i

37) CCCCNC(=O)c1cnc2n(c1=O)CCS2
38) CCN(CCCNc1ncnc2nc[nH]c12)c1cccc(C)c1
39) COc1ccc(C(=O)C2CCCN(C(=O)C3=CCCC3)C2)cc1OC (configuration not stated)
40) C=CCn1c(SCC(=O)N(CC)C2CCS(=O)(=O)C2)nc2cc(C(=O)O)ccc2c1=O (configuration not stated)
41) CCCCNC(=S)Nc1cc(S(=O)(=O)N2CCCCC2)ccc1C
42) CCN1CSC(=S)N(Cc2ccccc2)C1
43) CN1CCC(CNC(=O)Nc2ccccc2)(c2ccccc2)CC1
44) O=C(NC1CCCCC1)C(c1ccc(C(F)(F)F)cc1)n1c(=O)c(-c2ccco2)nc2ccccc21 (configuration not stated)
45) CC(=O)Nc1nc2ccccc2n1Cc1ccccc1
Compound | 37 | 38 | 39 | 40 | 41 | 42 | 43 | 44 | 45
eLon inh | -5.3 | -13.0 | -2.8 | 6.0 | 1.2 | -1.3 | -10.6 | / | -12.7
CSN deneddyl inh | -1.8 | -0.2 | -2.8 | -0.2 | -0.1 | 0.5 | 3.3 | 23.7 | -6.2
MsrA inhibitor | 0.5 | 0.0 | 0.9 | 0.1 | -0.6 | 1.0 | -0.4 | 0.2 | -1.5
MLLE-PAM2 inh | 8.1 | 4.1 | 6.0 | -27.4 | 4.2 | 37.7 | 0.1 | / | 8.8
Tb MetRS inh | -0.4 | 2.3 | 0.3 | -0.5 | 0.2 | -0.6 | -2.0 | -0.3 | -0.2
Rin1 Abl inh | -1.8 | 1.4 | -0.4 | -0.7 | 4.3 | 0.7 | 2.0 | / | -5.6
MsrA act | -2.8 | 4.4 | 0.6 | -9.9 | 0.3 | 2.5 | -0.5 | / | -1.5
FAS TE block | -18.6 | -38.3 | -1.3 | -8.4 | 3.7 | 0.7 | -4.6 | / | -5.1
Neddyl block | i | i | i | i | i | i | i | i | i

Source: PubChem BioAssay
